Glyco luc inh – N-linked glycosylation inhibition; D54 ERlucT glycosylation luciferase reporter, 24 h; percent of 100 nM tunicamycin response; reporter increase, % at 12.5 µM; 0.23% of 360,000 active; AID 588692;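 active means mean luciferase reporter signal, scaled so untreated is 0 and the glycosylation-blocking control 100, at or above a set limit in every replicate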;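 further: luciferase carries N-glycosylation sites so blocking glycosylation raises the light; 0% = median of neutral control wells and 100% = median of 100 nM tunicamycin wells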
Cardio protect – protects H9c2 cardiomyocytes from peroxide injury. protection from H2O2 cell death, % at 20 µM. 0.63% of 360,000 active. H2O2 injury protection, ATPLite, 2 h;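 active means compounds giving at least 50% protection of heart cells from peroxide-induced death in the single-dose screen, raw or plate-pattern-corrected value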;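 further: 0% = DMSO wells with peroxide and 100% = DMSO wells without peroxide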
NOD2 RIPK2 PPI – inhibitors of human NOD2-RIPK2 interaction | O43353 | CHO BLA complementation NOD2-RIPK2, CCF4 ratio | inhibition, % at 4.98 µM | 0.38% of 360,000 active | AID 624267; in the data active means inhibition above about 21%;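 further: 0% = vehicle only and 100% = reference blocker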
ABCB6 inh 2 – human ABCB6 transporter inhibition; Q9NP58; K562-ABCB6 porphyrin accumulation, flow cytometry, 1 h; hits give low values; fluorescence ratio to DMSO, % at 10 µM; 0.19% of 360,000 active; AID 602162;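 active means fluorescence ratio to DMSO below 75%, the collection mean minus 3 SD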;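 further: signal is porphyrin accumulated inside mitochondria; 100% equals median channel fluorescence of DMSO control wells; lower ratio means ABCB6 inhibition with less porphyrin fluorescence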
MC4R ag barr – activates human MC4R beta-arrestin recruitment; P32245; U2OS MC4R beta-arrestin complementation, luminescence; percent of melanotan II response, DMSO zero; activation, % at 8.9 µM; 0.98% of 360,000 active; AID 540308;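 active means activation above a per-plate cutoff, the mean activation of sample wells on that plate plus 3 SD, cut at about 8% in these data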
HTR2A ag – mouse HTR2A agonism via beta-arrestin recruitment; P35363; CHO-K1 mHTR2A beta-arrestin complementation, luminescence; percent of 30 µM serotonin response; activation, % at 7.6 µM; 0.66% of 360,000 active;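 active means activation above a run cutoff, the mean activation of all tested compounds plus 3 SD, cut at about 14% in these data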;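 further: 0% = plate median of compound wells and 100% = 30 µM serotonin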
MC4R antagonist – human MC4R antagonism in cAMP assay; MC4R-expressing cells, MTII-stimulated cAMP, LANCE TR-FRET; P32245; AID 540295; inhibition, % at 6.5 µM; 0.48% of 360,000 active;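 active means inhibition above its plate's cutoff, the mean of tested wells on that plate plus 3 SD, cut at about 29% in these data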;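 further: 0% = Melanotan II alone and 100% = Melanotan II plus saturating MCL0020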
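Assay system: U2OS-MC4R stable cell line; Also added: Melanotan II; Technique: Eu-cAMP/anti-cAMP TR-FRET, emission 671 nm; Times: 30-min compound, 1-h challenge, 1-h detection, room temperature.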
TLR9-MyD88 inh – inhibitors of human TLR9-MyD88 binding; inhibition, % at 4.98 µM; 0.21% of 340,000 active; Q9NR96+Q99836; CHO BLA complementation TLR9-MyD88, CCF4 FRET ratio; AID 504734;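 active means inhibition above the mean over all tested compounds plus 3 SD, cut at about 21% in these data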;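 further: 0% = DMSO only wells and 100% = clavulanate BLA inhibitor control wells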
ABHD5-PLIN5 inh – inhibitors of human ABHD5-perilipin-5 interaction; Split G. princeps luciferase complementation, luminescence, 4 h; inhibition, % at 4 µM; Q00G26+Q8WTS1; AID 602281; 0.78% of 360,000 active;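 active means inhibition above the mean inhibition across every tested compound plus 3 SD, cut at about 22% in these data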;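 further: 0% = DMSO only wells and the 100% control is not disclosed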
Target sequence (Q00G26 whole entry, looked up): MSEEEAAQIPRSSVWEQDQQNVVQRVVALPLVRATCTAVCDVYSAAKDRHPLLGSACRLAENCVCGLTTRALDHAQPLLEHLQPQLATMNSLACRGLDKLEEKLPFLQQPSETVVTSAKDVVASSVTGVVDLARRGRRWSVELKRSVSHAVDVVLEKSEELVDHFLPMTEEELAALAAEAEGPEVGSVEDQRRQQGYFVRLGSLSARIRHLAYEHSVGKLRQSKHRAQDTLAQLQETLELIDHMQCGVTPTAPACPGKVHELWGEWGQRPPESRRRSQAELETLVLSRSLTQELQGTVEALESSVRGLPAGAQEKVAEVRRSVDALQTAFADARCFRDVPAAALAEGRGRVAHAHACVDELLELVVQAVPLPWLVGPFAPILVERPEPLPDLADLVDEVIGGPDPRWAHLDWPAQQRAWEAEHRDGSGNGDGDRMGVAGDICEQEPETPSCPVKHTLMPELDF
Target sequence (Q8WTS1 whole entry, looked up): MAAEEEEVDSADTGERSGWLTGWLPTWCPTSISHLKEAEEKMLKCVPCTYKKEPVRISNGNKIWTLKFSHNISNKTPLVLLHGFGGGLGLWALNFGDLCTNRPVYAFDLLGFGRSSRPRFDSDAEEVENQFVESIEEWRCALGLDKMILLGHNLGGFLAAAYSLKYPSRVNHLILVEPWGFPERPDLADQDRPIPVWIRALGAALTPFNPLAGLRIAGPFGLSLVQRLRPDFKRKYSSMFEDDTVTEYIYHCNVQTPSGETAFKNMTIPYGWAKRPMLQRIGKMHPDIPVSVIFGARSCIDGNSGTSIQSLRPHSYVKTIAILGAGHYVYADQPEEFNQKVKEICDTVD
SRC2 inh – inhibits human steroid receptor coactivator 2. Q15596. HEK293 GAL4-SRC2 luciferase reporter, luminescence. inhibition, % at 9 µM. 0.17% of 370,000 active. AID 651957;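 active means inhibition above the mean inhibition of all tested compounds plus 3 SD, set per campaign, cut at about 52% in these data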;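 further: 0% = DMSO treated cells and 100% = cells given Gossypol at 36 µM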
An asterisk follows results filed as active; · = not tested or not shown. Some of the compounds tested; the hit share may differ from the screen's.

Results follow in this order: Glyco luc inh	Cardio protect	NOD2 RIPK2 PPI	ABCB6 inh 2	MC4R ag barr	HTR2A ag	MC4R antagonist	TLR9-MyD88 inh	ABHD5-PLIN5 inh	SRC2 inh
- CC(=O)Nc1ccc(C(=O)Nc2ccc(S(=O)(=O)NCC3CCCO3)cc2)cc1 (configuration not stated)
  1.3	-4.1	-12.0	94.0	-1.1	-0.9	-4.9	-14.2	7.8	4.6
- O=S1(=O)c2ccc(Br)cc2N2CC[C@H](C2)N1Cc1ccc(Cl)cc1
  12.5	-15.4	3.8	101.0	0.3	-3.8	-6.8	-10.9	-12.8	0.2
- C/C(CC(=O)N1CCN(C=O)CC1)=N\NC(=O)c1ccc(Br)cc1
  -0.1	6.3	-11.2	96.0	-0.5	-5.3	3.2	-5.0	9.8	-16.7
- Cc1cccc(NC(=S)NCc2ccccc2)c1C
  -0.2	0.6	1.1	95.0	-1.1	-4.6	2.7	3.1	-3.7	12.4
- CCc1ccc2nc(NC(=O)C3CSC4(C)CCC(=O)N34)sc2c1 (configuration not stated)
  -3.0	-8.8	9.9	101.0	0.9	-1.5	21.5	-16.1	0.8	-23.5
- O=C(Nc1cccc(Cl)c1)Nc1nnc([C@H]2C[C@H](O)[C@@H](CO)O2)s1
  -1.6	-5.3	-8.1	100.0	-1.3	3.4	4.7	·	4.6	-17.1
- Cc1c(NS(=O)(=O)c2ccc(F)cc2)c(=O)n(-c2ccccc2)n1C
  -1.2	2.2	12.4	97.0	-0.8	2.3	1.3	1.0	6.3	1.3
- COCCNC(=O)CSc1nc2nc(C)cc(C)n2n1
  1.1	4.2	-3.6	105.0	-0.5	1.8	-2.1	4.8	-4.1	-13.6
- O=C(c1ccc(Br)o1)N1CCN(c2ncccn2)CC1
  0.7	-0.7	-3.8	97.0	-0.7	5.2	10.0	-5.2	3.2	-12.8
- O=C(NC(=S)NCCOCc1ccc(Cl)cc1)c1cccnc1
  0.6	-6.1	-0.7	100.0	-2.5	8.6	-1.3	2.3	5.7	10.5
- COc1cccc(OC)c1C(=O)Nc1ccc(C(=O)c2ccncc2)cc1
  -1.1	0.4	-10.8	97.0	-4.0	18.6*	12.6	1.4	4.8	-12.6
- O=S(=O)(NCc1cc(-c2ccc(Cl)cc2)no1)c1ccccc1
  -1.7	-3.1	1.3	92.0	0.4	-10.1	-3.9	-0.2	-5.2	-26.3
- CCOc1ccc2nc(NC(=O)CSc3nc(SC)ns3)sc2c1
  0.4	-11.1	1.3	100.0	8.1	0.4	-0.7	-10.0	-4.6	-3.1
- NC(=O)c1ccccc1NS(=O)(=O)c1ccc2c(c1)OCCO2
  1.2	11.2	-4.4	103.0	0.3	-2.9	4.5	-5.9	5.1	-11.5
- CCN(C(=O)COC(=O)c1cc([N+](=O)[O-])ccc1N1CCCCC1)C1CCS(=O)(=O)C1 (configuration not stated)
  1.0	-7.5	-0.5	97.0	-1.5	-2.7	-6.4	-3.7	-4.1	12.4
- Cc1cccc(NS(=O)(=O)c2cc3c(cc2C)N(C)CCO3)c1
  -0.8	-13.6	3.5	100.0	-0.7	1.3	10.7	-3.3	1.6	6.2
- O=C(Nc1cccc(-c2cccc(Cl)c2)c1)C1CCN(Cc2ccc(CO)o2)CC1
  -0.8	-6.1	-1.0	101.0	-1.8	-15.9	9.9	0.3	27.0*	-7.1
- O=C(CCNS(=O)(=O)c1ccccc1)NCC1CCCCC1
  1.3	-0.9	-3.4	95.0	0.4	-2.6	-4.8	-1.8	2.0	-16.9
- O=C(NCc1ccc(Cl)cc1)C(=O)N/N=C/c1ccc(Br)cc1
  0.3	0.2	6.0	99.0	1.4	9.3	14.2	18.7	-6.0	27.4
- CCOC(=O)c1c(NC(=O)CSc2ncccn2)sc2c1CC(C)(C)NC2(C)C
  -2.3	5.0	-4.0	97.0	-0.9	-0.1	4.3	4.8	-3.6	0.4
- Cc1cccc(C(=O)N2CC(=O)Nc3ccc(F)cc3C2c2ccc(F)cc2)c1 (configuration not stated)
  -0.5	5.6	3.5	94.0	0.3	6.4	19.3	3.4	-10.2	-22.5
- COC(=O)C12CCC(C)(c3nc4ccccc4nc31)C2(C)C (configuration not stated)
  0.7	3.0	-15.1	99.0	0.8	-2.8	-6.3	·	7.2	8.7
- CCN1CCN(C(=O)C2(NC(=O)Nc3ccccc3Cl)CCCCC2)CC1
  -0.6	-11.5	-5.0	104.0	-2.1	-1.5	9.2	-4.4	3.3	0.4
- Cc1cc(NC(=O)CSc2nnnn2-c2ccc(C(C)C)cc2)no1
  -0.8	-6.0	-6.7	97.0	-0.2	8.5	10.4	-15.7	6.1	-1.7
- CCc1cccc(NC(=O)CN(C)S(=O)(=O)c2cnc[nH]2)c1
  3.6	-8.0	-0.8	101.0	2.1	9.7	2.4	-7.0	10.5	10.4
- CCCSc1nc(N)c(C#N)c(-c2ccc(C)cc2)c1C#N
  -2.0	-10.6	-1.7	89.0	1.2	-0.4	5.4	4.1	4.7	-10.6
- CC(=O)Nc1ccc(/C(C)=N/NC(=O)c2ccc(COc3ccccc3Cl)o2)cc1
  -0.4	13.1	3.2	98.0	0.2	-1.9	13.4	-9.3	-1.2	23.0
- O=C(c1ccc(Cl)c(S(=O)(=O)Nc2ccccc2C(=O)N2CCc3ccccc3C2)c1)N1CCc2ccccc2C1
  -3.5	2.0	-10.8	100.0	0.4	2.6	-5.5	-20.6	6.1	13.1
- O=C(NCCOc1ccccc1)c1cc2ccccc2o1
  -3.4	-8.1	-8.3	98.0	-0.1	-0.8	14.7	-9.4	-1.8	-36.7
- CCc1nc(NCc2cccs2)c2nnn(Cc3ccccc3)c2n1
  -2.2	-19.1	-3.1	95.0	4.6	-5.2	13.3	-0.2	4.4	-11.1

Brought forward from above: six compounds, then new ones.
Results follow in this order: Glyco luc inh	Cardio protect	NOD2 RIPK2 PPI	ABCB6 inh 2	MC4R ag barr	HTR2A ag	MC4R antagonist	TLR9-MyD88 inh	ABHD5-PLIN5 inh	SRC2 inh
- CCc1cccc(NC(=O)CN(C)S(=O)(=O)c2cnc[nH]2)c1
  3.6	-8.0	-0.8	101.0	2.1	9.7	2.4	-7.0	10.5	10.4
- CCCSc1nc(N)c(C#N)c(-c2ccc(C)cc2)c1C#N
  -2.0	-10.6	-1.7	89.0	1.2	-0.4	5.4	4.1	4.7	-10.6
- CC(=O)Nc1ccc(/C(C)=N/NC(=O)c2ccc(COc3ccccc3Cl)o2)cc1
  -0.4	13.1	3.2	98.0	0.2	-1.9	13.4	-9.3	-1.2	23.0
- O=C(c1ccc(Cl)c(S(=O)(=O)Nc2ccccc2C(=O)N2CCc3ccccc3C2)c1)N1CCc2ccccc2C1
  -3.5	2.0	-10.8	100.0	0.4	2.6	-5.5	-20.6	6.1	13.1
- O=C(NCCOc1ccccc1)c1cc2ccccc2o1
  -3.4	-8.1	-8.3	98.0	-0.1	-0.8	14.7	-9.4	-1.8	-36.7
- CCc1nc(NCc2cccs2)c2nnn(Cc3ccccc3)c2n1
  -2.2	-19.1	-3.1	95.0	4.6	-5.2	13.3	-0.2	4.4	-11.1
- CCSC1=NCCN1C(=O)C(C)(C)Oc1ccc(Cl)cc1
  -0.1	-0.5	1.8	87.0	5.5	1.6	-0.7	2.4	2.8	-2.6
- O=C1CN(C(=O)COC(=O)CNC(=O)c2ccc(Br)o2)c2ccccc2N1
  4.9	0.7	-0.8	100.0	-3.1	-2.2	8.1	-1.8	-2.2	-2.5
- O=C(CC1CC2CCC1C2)N1CCN(S(=O)(=O)c2ccc(F)cc2)CC1 (configuration not stated)
  -4.0	1.1	-6.1	97.0	2.1	1.0	4.5	-10.8	-4.2	-5.3
- CCOC(=O)c1sc(=S)n(C)c1NC(=O)c1ccc(OC)cc1
  -1.1	6.4	-13.9	96.0	-1.1	1.2	4.3	3.4	0.0	15.8
- CN(C)c1ccc(/C=N/N=C(N)N)cc1[N+](=O)[O-]
  -4.1	-4.2	9.8	99.0	-2.7	-8.6	-24.4	6.7	5.0	1.3
- O=C1CC(c2ccc(F)cc2)Cc2nc(NCC3CCCO3)ncc21 (configuration not stated)
  -0.1	0.2	7.7	100.0	-1.9	-2.7	2.8	0.1	-1.9	10.3
- O=C(NCCO)c1cc2ccccc2cc1O
  3.0	1.0	3.7	92.0	1.1	-2.5	17.6	1.9	-15.6	1.2
- CCOC(=O)c1ccc(NC(=O)CCSCCc2ccccn2)cc1
  1.6	4.6	-2.3	104.0	0.0	-0.2	-1.3	-2.0	-1.2	-7.1
- Cc1cc(=O)oc2cc(OCc3ccc(C(=O)N4CCN(c5ccccc5)CC4)cc3)ccc12
  -3.0	-6.7	-11.7	96.0	1.0	-3.6	0.8	3.6	5.2	-4.3
- O=C(NC(=S)Nc1ccccc1N1CCN(C(=O)c2ccccc2)CC1)c1cccs1
  -0.6	41.6	16.8	97.0	4.0	3.4	11.3	2.4	0.7	-10.8
- O=C(Nc1ccncc1)Nc1cccc(Cl)c1Cl
  2.6	-13.7	-15.3	98.0	-2.2	-5.5	0.5	9.8	0.1	-26.8
- CN(C)CCN(C)C1CN(C2CCCC2)S(=O)(=O)C1 (configuration not stated)
  1.5	8.3	1.9	98.0	·	-5.6	·	·	4.7	6.4
- O=C(N/N=C/c1c[nH]c2c1ccc1ccccc12)c1ccc([N+](=O)[O-])cc1
  -1.1	3.0	-14.5	101.0	-1.3	-5.5	-4.7	5.4	6.8	-29.8
- Cc1cc(C)cc(OCC(=O)Nc2ccc(N3CCN(S(C)(=O)=O)CC3)cc2)c1
  1.6	-12.6	-7.8	98.0	-2.8	-2.3	-0.6	-0.6	-1.2	0.6
- Cc1ccc(C(=O)Nc2ccc([N+](=O)[O-])cn2)o1
  0.4	13.3	-0.6	102.0	-3.2	-0.3	4.0	-3.1	-5.2	-34.9
- Cc1ccc(-n2nc(C(=O)NCc3ccco3)c3c4ccccc4n(C)c3c2=O)cc1
  2.8	7.6	-7.5	87.0	8.1	-2.3	14.9	7.3	0.4	2.7
- CCc1c(C)sc(NC(=O)/C=C/c2ccc3c(c2)OCO3)c1C(=O)OC
  -3.1	-3.0	1.1	98.0	-2.9	-2.0	-1.6	7.6	-3.8	0.4
- CSc1ncccc1C(=O)Nc1ccc(S(=O)(=O)Nc2nccs2)cc1
  5.0	-0.1	0.2	97.0	0.3	5.7	3.3	1.7	5.9	8.2
- Cc1ccc(S(=O)(=O)N(CC(=O)NCCSc2ccccn2)c2cc(C)cc(C)c2)cc1
  -4.0	-1.1	-2.9	95.0	3.8	-10.2	9.7	0.3	-3.6	-1.4
- COc1ccc(CNC(=O)CSCc2cccc(Cl)c2)cc1
  1.7	3.9	-6.2	100.0	1.7	-0.2	0.2	-6.1	67.5*	9.1
- COc1ccc([N+](=O)[O-])cc1NC(=O)COC(=O)Cn1cnc2ccccc2c1=O
  0.5	1.6	-14.7	102.0	-0.9	2.7	1.9	-1.6	-3.8	-31.9

Screens from PubChem BioAssay.
